KB-3-1 cytotox = qHTS assay for MDR1-selective chemotherapeutics: Primary screen using the parental adenocarcinoma cell KB-3-1. KB-3-1 viability, CellTiter-Glo ATP luminescence, 72 h. Potency, µM (highest dose often 46.1 µM), inactives show at the top dose activity change, negative = cytotoxic, hits mostly cytotoxic. 400,000 tested, 1.4% active; also: potency is read from the fitted curve at half-maximal effect; % is scaled to controls: 0 for no effect and ±100 for the full control effect; nearly all actives have a fitted effect of over 60% in size
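Using CellTiter-Glo luminescence, growth of non-resistant KB-3-1 adenocarcinoma cells is assessed 72 h after pin-tool compound addition at 37 °C. Normalized responses across the concentration series yield fitted curves.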
KB-V1 MDR tox = qHTS assay for MDR1-selective chemotherapeutics: Primary screen using the drug-selected MDR subline cells KB-V1; Potency, µM (highest dose often 46.1 µM), for the others: at the highest dose activity change, negative = cytotoxicity, usual class: cytotoxic; 400,000 tested, 3.4% active; KB-V1 MDR cells viability, CellTiter-Glo, 72 h; also: potency is read from the fitted curve at half-maximal effect; % is scaled to controls: 0 for no effect and ±100 for the full control effect; nearly all actives have a fitted effect of over 60% in size
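qHTS viability screen in drug-selected KB-V1 MDR cells: 72 h compound treatment at 37 degrees C, ATP luminescence end point.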
IL-1B inflam inh = qHTS for Inhibitors of Inflammasome Signaling: IL-1-beta AlphaLISA Primary Screen. activity change, % at 57.5 µM. AID 743279, 2014. THP-1 LPS/ATP IL-1B secretion, AlphaLISA, 16 h; hits give low values. 360,000 tested, 4.7% active; in the data active = activity change below about -50%; inconclusive = mostly about -30% to -49%; also: % is scaled to controls: 0 for no effect and ±100 for the full control effect
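Secreted IL-1B measured by AlphaLISA bead assay after 16 h compound exposure of THP-1 cells; compounds (final up to 57.5 uM) added 1 h before LPS (250 ng/mL) and ATP (1.25 mM) stimulation; lower signal means less secretion.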
DRD3 agonist = qHTS of D3 Dopamine Receptor Agonist: qHTS | D3R DiscoveRx beta-arrestin cells, luminescence, 90 min | max activation, % | 410,000 tested, 0.58% active | AID 652048, 2013; in the data active = max activation above about 30%; also: 0% is about no effect; mostly tested at two doses, the higher about 12 µM
Target sequence (P35462 whole entry, looked up): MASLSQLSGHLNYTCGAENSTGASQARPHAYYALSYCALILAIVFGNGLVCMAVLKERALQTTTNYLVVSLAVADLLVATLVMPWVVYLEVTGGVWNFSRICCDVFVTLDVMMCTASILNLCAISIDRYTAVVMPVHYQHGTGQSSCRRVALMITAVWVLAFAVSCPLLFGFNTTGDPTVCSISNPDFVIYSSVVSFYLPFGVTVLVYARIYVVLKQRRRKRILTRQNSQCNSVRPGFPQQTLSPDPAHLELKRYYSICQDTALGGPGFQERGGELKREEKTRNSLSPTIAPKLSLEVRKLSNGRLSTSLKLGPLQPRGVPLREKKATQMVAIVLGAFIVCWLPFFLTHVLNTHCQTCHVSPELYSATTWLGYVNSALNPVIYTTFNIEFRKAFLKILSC
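Agonist mode: compounds and dopamine controls were applied to plated cells for 90 min at 37 degrees C after an overnight attachment at 1500 cells/well. Luminescent read-out followed 30 - 60 minutes at room temperature with DiscoveRx detection reagent.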
HT1080 IDH1KD tx = qHTS for induction of synthetic lethality in tumor cells producing 2HG: qHTS for the HT-1080-IDH1KD cell line; HT-1080 IDH1 knockdown viability, ATP luminescence, 48 h; Potency, µM (titrated, usually from 46.1 µM), inactives show at the highest dose activity, negative = toxicity, hits mostly cytotoxic; 360,000 tested, 2% active; AID 686971, 2013;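 also: potency is read from the fitted curve at half-maximal effect; 0% = DMSO wells and -100% = cell-free medium wells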
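Cytotoxicity counter-line: IDH1KD HT-1080, 48 h, CellTiter-Glo. Curves classed by r2, magnitude and activity.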
MCF10A rereplic = A quantitative high throughput screen for small molecules that induce DNA re-replication in MCF 10a normal breast cells. AID 624296, 2012. Potency, µM (titrated, usually from 46.1 µM), for the others: top-dose activity, positive = re-replication, most hits filed as activators. MCF 10A DNA re-replication, Hoechst nuclear intensity, 48 h. 350,000 tested, 2.9% active; also: potency is read from the fitted curve at half-maximal effect; % of control where 0% means no effect; nearly all actives have a fitted effect of over 50% in size
SW480 rerep = A quantitative high throughput screen for small molecules that induce DNA re-replication in SW480 colon adenocarcinoma cells | 340,000 tested, 1.8% active | Potency, µM (highest dose often 46.1 µM), for the others: at the highest dose re-replication activation, usual class: activators | SW480 DNA re-replication, Hoechst DNA content imaging, 48 h; also: potency is read from the fitted curve at half-maximal effect; % of control where 0% means no effect; nearly all actives have a fitted effect of over 55% in size
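Readout is total intensity of Hoechst-stained nuclei, excited at 405 nm and collected at 500-530 nm. Compound treatment lasted 48 hr at 37 C in 5% CO2 before staining.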
HT1080-NT tox = qHTS for induction of synthetic lethality in tumor cells producing 2HG: qHTS for the HT-1080-NT fibrosarcoma cell line; HT-1080-NT fibrosarcoma viability, CellTiter-Glo ATP luminescence, 48 h; Potency, µM (titrated, usually from 46.1 µM), for the others: top-dose activity, negative = less viability, most hits filed as cytotoxic; 360,000 tested, 1.6% active;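 also: NT is the 2HG producing partner of a matched IDH1 knockdown line; potency is read from the fitted curve at half-maximal effect; 0% = DMSO-treated cells and -100% = media-only wells without cells; nearly all actives have a fitted effect of over 55% in size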
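750 cells/well, RPMI + 5% FBS; 2 h settle, compound pin-transfer, 48 h at 37 degrees C. CellTiter-Glo 10 min RT, luminescence. Normalized to DMSO and media-only wells.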
GLP1R cytotox = qHTS of GLP-1 Receptor Inverse Agonists: Cytotox Screen; HEK293 cAMP-luciferase reporter cells, luminescence, 24 h; Potency, µM (titrated, usually from 38.3 µM), inactives show at the highest dose activity change, negative = inhibition, hits mostly inhibitors; 410,000 tested, 0.13% active;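 also: loss of luciferase light is scored as toxicity; potency is read from the fitted curve at half-maximal effect; % is scaled to controls: 0 for no effect and ±100 for the full control effect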
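1536-well qHTS counterscreen of the MLSMR; 200 cells/uL, 12 h pre-incubation, 23 nL cpd, 24 h at 37 deg C 5% CO2, luciferase detection reagent, 12 min RT, luminescence. Inhibition = undesired.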
Numbers without * were called inactive; ? = inconclusive; · = not tested or not shown; & = joins results of further samples; [ ] = dose if it differs, or a comment. Unless noted, calls follow the shape of the dose curve; as a rule, active = well fitted curve in the direction sought with a large enough effect; inconclusive = small, poorly fitted or top-dose-only effect, or another doubt; inactive = no such curve, though single readings can be large; an effect the other way counts as inactive or inconclusive.

SMILES | KB-3-1 cytotox | KB-V1 MDR tox | IL-1B inflam inh | DRD3 agonist | HT1080 IDH1KD tx | MCF10A rereplic | SW480 rerep | HT1080-NT tox | GLP1R cytotox
O=C(Oc1ccccc1)c1cccnc1Oc1ccccc1 | 1% | 14% | 15 | -1 | 6% | -1% | -4% | 12% | -2%
C/C(=N/NC(=O)CC1N=C(Cc2ccccc2)NNC1=O)c1cccnc1 (stereo not drawn) | -5% | 3% | 29 | 3 | -1% | -1% | 0% | -6% | -2%[7.66 µM]
Cc1nn(-c2ccccc2)c(-c2ccccc2)c1C(=O)O | 0% | -8% | 18 | -13 | 2%[9.24 µM] | -3% | -7% | 3% | -5%
CC1CCCC(NC(=O)CN(C)CC(=O)Nc2cccc(F)c2)C1C (stereo not drawn) | -1% | 0% | 26 | -10 | -1% | -3% | 1% | 2% | -14%
CCc1ccccc1NC(=O)CN1C(=O)COc2ccc(S(=O)(=O)Nc3ccccc3)cc21 | 3% | 28% | · | -10 | · | · | · | · | -8%
CC(C)OCCCNC(=O)Cn1ccc2cc(S(=O)(=O)N3CCCCC3)ccc21 | -6% | -25% | 35 | -14 | 2% | 8% | ? | -4% | -2%
O=C(C1CCN(S(=O)(=O)c2cccc3nsnc23)CC1)N1CCCCC1 | -2% | 14% | -6 | 6 | 13% | 3% | -1% | 5% | -19%
O=C(Nc1cccc(Cl)c1)N(CCN1CCOCC1)Cc1cccc(Cl)c1 | 14% | -22% | -76* | -25 | ? | ? | ? | ? | -4%
COC(=O)c1ccc(S(=O)(=O)N2CCCN(Cc3ccccc3)CC2)n1C | -12% | ? | -3 | -13 | -18% | -4% | -15% | -17% | 5%
Nc1nc(-c2ccc(Cl)cc2Cl)cn1N | -1% | 1% | 15 | 1 | 2% | ? | 1% | -1% | -4%
O=C(c1ccccc1)N1CCN(C(=O)c2nn3c(C(F)(F)F)cc(-c4ccco4)nc3c2Cl)CC1 | 18% | -16% | -13 | 3 | 10% | 2% | -1% | 14% | -5%
CCCc1c(C)nc(N2CCN(c3ccccc3F)CC2)[nH]c1=O | 7% | 0% | -19 | 8 | 8% | 2% | -20% | 12% | -3%
NS(=O)(=O)c1ccc(CCNC(=O)C2CCCN2C(=O)OCc2ccccc2)cc1 (stereo not drawn) | -9% | 5% | -8 | -4 | 19% | -11% | 1% | 11% | -15%
O=C(CN1CCN(Cc2ccccc2F)CC1)Nc1ccccc1Cl | 0% | 14% | -10 | 3 | -1% | 0% | -16% | 0% | 1%
CCO[C@@H]1OC(C(=O)N2CCN(Cc3ccccc3)CC2)=C[C@H](c2ccc(Br)cc2)[C@H]1CCCO | ? | ? | -22 | -54 | -26% | ? | -12% | -25% | -6%
CN(C)Cc1c(C(=O)N/N=C/C=C/c2ccccc2)nnn1-c1nonc1N | -6% | 5% | -8 | 19 | 3% | -26% | -29% | -9% | -3%
C=Cn1c(C(=O)O)ccc1-c1ccc(OC)cc1 | -2% | 9% | -1 | 11 | -6% | -12% | -6% | -6% | 6%
COc1cccc(C2C(C(=O)Nc3ccccc3OC)=C(C)Nc3nc(-c4ccco4)nn32)c1 (stereo not drawn) | 5% | 16% | · | 3 | · | · | · | · | 1%
CC(C)c1c(C(=O)N/N=C/c2ccc(OCc3ccccc3)cc2)nnn1-c1nonc1N | -2% | 18% | -12 | 0 | -10% | 11% | ? | -12% | -22%
CCOc1ccc(NC(=O)CC2C(=O)N(c3cccc(C)c3)C(=O)N2CCC2=CCCCC2)cc1 (stereo not drawn) | -4% | ? | · | -4 | · | · | · | · | 5%
O=C(Cn1ncc2c3ccccc3n(Cc3ccc(Cl)cc3)c2c1=O)NCCCc1ccccc1 | 1% | 0% | · | 4 | · | · | · | · | 0%
CCOC(=O)NNC(=O)C1CCC(C)CC1 (stereo not drawn) | -1%&2% | -14%&2% | -5 | 3&7 | 2% | -29% | -5% | 13% | 6%&0%
NC(Cc1ccc(F)cc1)c1csc(Nc2ccc(C(F)(F)F)cn2)n1 (stereo not drawn) | ? | ? | -55* | 3 | ? | · | · | ? | -9%
Cc1ccc(NS(=O)(=O)c2ccccc2Cl)c2c1CC(C)(C)O2 | ? | ? | 3 | -1 | 1% | -2% | -6%[9.22 µM] | -9% | -1%
CC1(c2nnnn2-c2ccc3c(c2)OCCO3)CCC(=O)N1Cc1ccc(F)cc1 (stereo not drawn) | 13% | ? | 0 | 9 | 4% | · | · | 17% | 4%
COc1cccc(NC(=O)Cn2cc(S(=O)(=O)N3CCCC3)c(S(=O)(=O)N3CCCC3)c2)c1 | 0% | 11% | · | 0 | · | · | · | · | -1%
CCN(CC)S(=O)(=O)c1ccc(OCC(=O)NC(=O)c2ccccc2OC)c([N+](=O)[O-])c1 | -1% | -17% | -2 | 5 | 0% | 8% | 1% | -4% | -7%
CC(C)Cn1c(-c2ccc(Br)o2)n[nH]c1=S | 5% | 16% | 32 | -1 | 7% | 1% | -3% | 8% | -7%
CCN(CC)CCNc1ncnc2c1sc1nc(N3CCOCC3)c3c(c12)CC(C)(C)SC3 | -2% | 11% | 4 | 2 | -1% | -2% | -16% | 0% | 2%
CCCN(CCC)C(=S)NC1CC2C=CC1C2 (stereo not drawn) | 1% | -1% | -1 | 2 | 9% | -2% | -1% | -2% | 3%
C/C(=N/NC(=O)c1ccc(Br)s1)c1ccncc1 | 17% | ? | -1 | -2 | -3% | -2% | -16% | -1% | 0%
Cc1ccc(CNC(=O)C(C)n2c(=O)cc(C(F)(F)F)c3c(C)nn(C)c32)cc1 (stereo not drawn) | 3% | 0% | · | 6 | · | · | · | · | 6%
Cn1cc(C(=O)c2ccc(Cl)cc2Cl)cc1C(=O)N/N=C(\N)COc1ccccc1 | -8% | ? | 0 | 2 | -28% | ? | ? | -19% | 9%
CC(O)(c1cccc(F)c1)c1nc(-c2ccc3ccccc3c2)cs1 (stereo not drawn) | 0% | -2% | 0 | -24 | ? | · | · | ? | 9%
COc1cc(CN2CCNC(=O)C2CC(=O)NCCCC2CCCC2)cc(OC)c1 (stereo not drawn) | 11% | -5% | -25 | 4 | -1% | -27% | -14% | -1% | -43%
CCN(CC)S(=O)(=O)N1CCC(C(=O)NC2CCCC2)CC1 | -1% | ? | -11 | -8 | -6% | 18% | 0% | 3% | 4%
O=[N+]([O-])c1ccc(CSc2ccc(S(=O)(=O)N3CCCCC3)cn2)cc1 | -16% | -10% | -50* | -15 | -11% | 6% | -4% | -11% | 1%
Cc1c(NC(=O)CCCOc2ccccc2)cccc1[N+](=O)[O-] | -9% | 0% | -16 | -12 | -5% | 3% | 4% | 8% | -4%
O=C(Nc1ccc(-c2nc3cccnc3s2)cc1)c1ccco1 | -5% | 0% | -23 | 15 | -9% | ? | 20% | 3% | 4%
COc1cccc(NC(=O)CCc2c(C)nn(-c3ccc(N4CCOCC4)nn3)c2C)c1 | 14% | -20% | 0 | -5 | 2% | 0% | -5% | 2% | -6%
CCn1cc(S(=O)(=O)CC(=O)Nc2cccc(C)c2)c2ccccc21 | 6% | 21% | -13 | -2 | 4% | -2% | -7% | 13% | -10%
COc1ccc(CNC(=O)CCC(=O)Nc2ccc(Cl)cc2)cc1 | -4% | 0% | 4 | -13 | -20% | 7% | -15% | -25% | -5%
N#Cc1ccsc1NC(=O)CCN1C(=O)C2CCCCC2C1=O (stereo not drawn) | -3% | 1% | 15 | -3 | -1% | 0% | -9% | 5% | 5%
Cc1nc(CNS(=O)(=O)c2ccccc2F)cs1 | 1% | -2% | 7 | 3 | 5% | 1% | -3% | 1% | -20%
CCN(CC)S(=O)(=O)c1cccc(NC(=O)COC(=O)CNC(=O)c2cccc(F)c2)c1 | 24% | 4% | 53 | 6 | 7% | 0% | -17% | 23% | -7%
Cc1c(N2C(=O)CS/C2=N\N=C\c2ccc(Cl)cc2)c(=O)n(-c2ccccc2)n1C | 1% | -15% | 0 | -5 | -7% | -5% | 3% | 6% | 7%
Cc1ccc(C(=O)NC2=NCCS2)cc1Cl | 2% | 7% | 10 | 1 | -8% | -5% | 1% | -1% | 21%
CCCN1C2CCCC1CC(NC(=O)c1cc(OC)c(OC)c(OC)c1)C2 (stereo not drawn) | 0% | 14% | -4 | -1 | 11% | -3% | -7% | -3% | 18%
CCN1CCN(c2c(S(=O)(=O)c3ccc(C)c(C)c3)cnc3ccc(F)cc23)CC1 | -26%&-1% | ? | -11 | -19&-26 | -14% | 0% | ? | -8% | -20%&-20%
CC(=O)Nc1cc(NC(C)=O)c2nc(N)sc2c1 | 6% | 1% | 9 | 6 | 7% | -4% | 2% | 1% | 2%

Sorted by formula weight (lowest first): 3 of the compounds above
SMILES | KB-3-1 cytotox | KB-V1 MDR tox | IL-1B inflam inh | DRD3 agonist | HT1080 IDH1KD tx | MCF10A rereplic | SW480 rerep | HT1080-NT tox | GLP1R cytotox
Cc1nc(CNS(=O)(=O)c2ccccc2F)cs1 | 1% | -2% | 7 | 3 | 5% | 1% | -3% | 1% | -20%
CCCN1C2CCCC1CC(NC(=O)c1cc(OC)c(OC)c(OC)c1)C2 (stereo not drawn) | 0% | 14% | -4 | -1 | 11% | -3% | -7% | -3% | 18%
O=[N+]([O-])c1ccc(CSc2ccc(S(=O)(=O)N3CCCCC3)cn2)cc1 | -16% | -10% | -50* | -15 | -11% | 6% | -4% | -11% | 1%

Screening results (PubChem)
